High-throughput results: PubChem, Icahn School of Medicine at Mount Sinai
ROC1-CUL1 inh: inhibitors of human ROC1-CUL1 ubiquitin ligase activity; E3 ubiquitin-protein ligase RBX1 (Homo sapiens) + Cullin-1 (Homo sapiens), P62877+Q13616; in vitro K48 di-Ub FRET, acceptor:donor ratio, 45 min; inhibition, % at 10 µM; actives 0.6% (n = 140,000); AID 1347404, 2020; in the data active = inhibition above about 25%
Target sequence (P62877 whole entry, looked up): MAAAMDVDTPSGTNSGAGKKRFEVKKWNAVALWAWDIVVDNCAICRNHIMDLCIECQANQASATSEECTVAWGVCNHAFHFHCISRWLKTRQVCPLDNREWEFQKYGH
Target sequence (Q13616 whole entry, looked up): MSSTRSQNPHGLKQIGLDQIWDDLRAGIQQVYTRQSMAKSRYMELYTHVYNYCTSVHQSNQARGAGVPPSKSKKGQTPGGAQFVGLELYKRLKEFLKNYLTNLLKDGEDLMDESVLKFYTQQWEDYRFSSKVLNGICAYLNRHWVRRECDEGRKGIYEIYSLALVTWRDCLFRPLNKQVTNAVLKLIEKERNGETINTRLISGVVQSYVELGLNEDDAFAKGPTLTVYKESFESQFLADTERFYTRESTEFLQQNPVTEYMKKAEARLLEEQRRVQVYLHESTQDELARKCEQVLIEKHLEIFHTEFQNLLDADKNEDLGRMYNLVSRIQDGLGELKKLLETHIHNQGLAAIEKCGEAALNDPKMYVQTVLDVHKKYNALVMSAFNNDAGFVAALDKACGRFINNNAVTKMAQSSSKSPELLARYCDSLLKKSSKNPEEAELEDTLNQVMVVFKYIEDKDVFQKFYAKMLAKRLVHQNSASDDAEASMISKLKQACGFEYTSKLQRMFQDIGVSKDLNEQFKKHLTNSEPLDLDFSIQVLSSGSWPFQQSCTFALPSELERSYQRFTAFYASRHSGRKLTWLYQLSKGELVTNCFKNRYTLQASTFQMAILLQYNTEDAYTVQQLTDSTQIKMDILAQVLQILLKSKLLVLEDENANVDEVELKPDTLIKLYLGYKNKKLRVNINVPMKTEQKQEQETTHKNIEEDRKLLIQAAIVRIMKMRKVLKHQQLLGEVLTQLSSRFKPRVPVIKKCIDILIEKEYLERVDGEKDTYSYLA
The depositor's hits bear a star. The list is partial, so the mix of outcomes need not match the whole.

SMILES	ROC1-CUL1 inh
COc1cc(-c2cc(C(=O)O)c3c(ccc4ccccc43)n2)cc(Cl)c1O	22
CCOc1ccc(NC(=O)CSc2ncc(-c3ccc(Cl)cc3)[nH]2)cc1	-1
Clc1ccc(SCCSc2nc3ccccc3[nH]2)cc1	11
COc1ccc(Cl)cc1C(=O)Nc1c(F)cccc1F	0
COC(=O)c1[nH]nc(-c2ccccc2)c1C(=O)OC	1
CCOC(=O)C1CCN(S(=O)(=O)c2ccc(Cl)nc2)CC1	0
COc1ccc(-c2csc(NC(=S)NC(=O)c3ccco3)n2)cc1Br	2
CN(C)S(=O)(=O)N(CC(=O)Nc1ccccc1)c1ccccc1	4
Cc1cc(Nc2ccccc2Cl)n2ncnc2n1	0
CC1(C)C2CC1[C@]1(C)OB(c3ccccc3)O[C@@H]1C2 (stereo partly specified)	7
CCOc1ccccc1CNC(=O)c1ccc2c(c1)nc1n2CCC(C)C1 (stereo unspecified)	10
O=C(NCc1ccccc1)c1ccccc1NS(=O)(=O)c1ccc(Br)s1	-10
COc1ccc(C2c3c(n[nH]c3-c3ccccc3)OC(=N)C2C#N)cc1Cn1cc([N+](=O)[O-])cn1 (stereo unspecified)	-8
Cc1cc(C)c(C)c(S(=O)(=O)n2ccnc2C)c1C	-2
C=CCOn1c(=O)c(=O)n(OCC=C)c2ccccc21	4
CC(=O)NCCC(=O)N1CCCC(CCc2cccc(F)c2)C1 (stereo unspecified)	13
O=C(NNC(=S)NC(=O)c1ccccc1[N+](=O)[O-])c1ccc(O)cc1	0
Cc1cc2nnc(SCC(=O)Nc3ccc4c(c3)OCCO4)n2c2ccccc12	8
Cc1ccc2c(c1)-c1c(cnn1CC(=O)N1CCN(c3cc(C)ccc3C)CC1)CO2	-2
Cc1cccc(OCC(=O)N/N=C/c2cccn2-c2ccc([N+](=O)[O-])cc2)c1	-3
CCOc1cc(/C=N\NC(=O)CN2CCOCC2)ccc1OCc1ccc(Cl)c(Cl)c1	13
N#Cc1nc(Cl)c(Cl)c(Nc2cccc(F)c2)c1Cl	6
CN(C)c1ccc(C(CNS(=O)(=O)c2ccc(F)cc2)N2CCc3ccccc32)cc1 (stereo unspecified)	-9
O=[N+]([O-])c1cccc(-c2ccc(/C=N/n3c(-c4ccccc4)n[nH]c3=S)o2)c1	4
CCN(CC)C(=O)Cn1cc(C(=O)C(F)(F)F)c2ccccc21	-5
CC(C)(C)CC(=O)Nc1nnc(C(F)(F)F)s1	2
CCn1c(CNC(=O)c2cccc(C)c2)nnc1SCC(=O)N1CCN(c2ccccc2)CC1	-9
COc1ccccc1N1CCN(c2nc3c(S(=O)(=O)c4ccccc4)nnn3c3ccc(Cl)cc23)CC1	-5
COc1ccc(-n2nnnc2-c2cnc3cc4c(cc3c2C)OCO4)cc1	-4
[O-][n+]1ccccc1C(O)CN1CCN(c2cccc(Cl)c2)CC1 (stereo unspecified)	4
Cc1cccc(N2CCN(C(=O)c3c4c(nc5ccccc35)C(=O)N(C3CCCCC3)C4)CC2)c1C	1
COc1ccc(Sc2cnn(-c3ccccc3)c(=O)c2Cl)cc1	-12
Cc1nc2c(cnn2-c2ccccc2)c(=O)n1NC(=O)CN1CCN(c2ccccc2)CC1	-5
O=C(O)c1ccccc1-c1c2cc(Cl)c(=O)cc-2oc2c1CC(Cl)C(O)=C2 (stereo unspecified)	129*
COc1ccccc1CCNC1CCN(c2ccc(C(=O)NCc3ccc4c(c3)OCO4)cc2)CC1	1
COc1cccc(NC(=S)NNC(=O)c2ccccc2OC(F)F)c1	-1
COc1ccc(-c2nc3n(n2)C(c2ccccc2)C(C(=O)Nc2cccnc2)C(C)=N3)cc1 (stereo unspecified)	5
Cc1ccc(N2C(=O)CSC23C(=O)N(CC(=O)Nc2ccc(C)cc2C)c2ccccc23)cc1 (stereo unspecified)	-1
CNCc1ccccc1Sc1cccc2ccccc12	3
CC(C)(C)c1ccc(C(=O)Nc2cccc3c2CCCC3)cc1	4
Cc1nn(-c2nnc(N3CCOCC3)nn2)c(C)c1Br	-1
CN1C(SCc2ccccc2Cl)=NC(=O)C2C1=NC(=O)CC2c1cc(F)ccc1F (stereo unspecified)	-2
Cc1ccc(-c2nc(SCCOc3ccccc3C)n3[nH]c(=O)cc3n2)cc1	5
Cc1cc(C)n(Cc2ccc(NS(=O)(=O)c3c(C)c(C)c(C)c(C)c3C)cc2)n1	4
CCN(CC)C(=O)C1C(C)=Nc2nc3ccccc3n2C1c1ccc(Br)cc1 (stereo unspecified)	-4
Cc1cc(C)c2c(n1)sc1c3c(c(=O)[nH]c12)C(c1ccccc1)C(C#N)C(=N)O3 (stereo unspecified)	0
O=[N+]([O-])c1ccc(N/N=C\c2cn(Cc3cccc4ccccc34)c3ccccc23)nc1	7
CCCC1=NN2C(=N)/C(=C/c3cc(Cl)ccc3OCc3ccccc3)C(=O)N=C2S1	2
CCC(=O)N1c2ccc(S(=O)(=O)CCC(=O)Nc3ccc(Br)c(C)c3)cc2CC1C (stereo unspecified)	2
CCOc1ccc(-c2nonc2NC(=O)COc2ccccc2)cc1	0
O=C(c1ccc(Cl)cc1)c1c[nH]cc1-c1ccccc1	-5
NCC(=O)N1c2ccccc2Sc2ccc(C(F)(F)F)cc21	5
C=CCC(=O)N1CCc2c(sc(S(=O)(=O)NCc3ccc(Cl)cc3)c2C(=O)OC)C1	-4
Cc1cccc2c1-c1sc(C(=O)N3CCN(c4ccccc4)CC3)cc1CO2	-4
CC1CN(C(=O)c2ccccc2)OC(c2cccnc2)O1 (stereo unspecified)	-12
O=C(Nc1ccc(-c2nc3cc(Cl)ccc3o2)cc1)c1cc(Br)ccc1Cl	-5
O=C(c1cccc(OC2CCN(C/C=C/c3ccccc3)CC2)c1)N1CCCC1	6
CCOc1ccccc1CNCC1CCNCC1	-6
CCOC(=O)CCN(c1ccccc1)S(=O)(=O)c1cc(-c2cc(C)no2)ccc1C	6
CN(Cc1ccccc1)C(=O)C(=O)Nc1ccc2nc3n(c(=O)c2c1)CCCCC3	6

3 compounds from above, arranged by number of heavy atoms, falling:
SMILES	ROC1-CUL1 inh
CCOc1ccc(NC(=O)CSc2ncc(-c3ccc(Cl)cc3)[nH]2)cc1	-1
C=CCOn1c(=O)c(=O)n(OCC=C)c2ccccc21	4
N#Cc1nc(Cl)c(Cl)c(Nc2cccc(F)c2)c1Cl	6

Returning to the listing; the seven compounds before the break are reprinted first.
SMILES	ROC1-CUL1 inh
Cc1cccc2c1-c1sc(C(=O)N3CCN(c4ccccc4)CC3)cc1CO2	-4
CC1CN(C(=O)c2ccccc2)OC(c2cccnc2)O1 (stereo unspecified)	-12
O=C(Nc1ccc(-c2nc3cc(Cl)ccc3o2)cc1)c1cc(Br)ccc1Cl	-5
O=C(c1cccc(OC2CCN(C/C=C/c3ccccc3)CC2)c1)N1CCCC1	6
CCOc1ccccc1CNCC1CCNCC1	-6
CCOC(=O)CCN(c1ccccc1)S(=O)(=O)c1cc(-c2cc(C)no2)ccc1C	6
CN(Cc1ccccc1)C(=O)C(=O)Nc1ccc2nc3n(c(=O)c2c1)CCCCC3	6
CCc1ccc(N2CCN(CC(O)COc3ccc(-c4ccccc4)cc3)CC2)cc1 (stereo unspecified)	-3
COc1ccccc1Cc1nc2ccccc2nc1SCC(=O)N(C)c1ccc(F)cc1	3
Cc1nc2cc(-c3ccccc3)nn2c(C)c1CCC(=O)NCCc1ccccc1	8
O=C1/C(=C/c2ccc(N3CCCC3)c(F)c2)SC(=Nc2ccccc2)N1Cc1cccnc1	-1
COc1ccc(NC(=O)CSC2=Nc3ccccc3C3=NC(Cc4ccccc4)C(=O)N23)cc1Cl (stereo unspecified)	0
Cc1ccc(Cl)cc1N1CCN(C(=O)c2ccccc2CC(=O)O)CC1	0
CCc1nn2c(=O)cc(COC(=O)c3ccc(NC(=O)c4cccs4)cc3)nc2s1	1
Cc1ccc(C(=O)C2C(=O)C(=O)N(Cc3ccco3)C2c2ccc(C(C)C)cc2)cc1 (stereo unspecified)	10
O=C(NCc1cccnc1)C1CCN(C2CCN(Cc3ccc4c(c3)CCO4)CC2)CC1	5
Cc1ccccc1C(=O)NC(Nc1nccs1)(C(F)(F)F)C(F)(F)F	-1
COC(=O)c1ccc(C2NC(=O)N(C)C(C)=C2C(=O)OCCc2ccccc2)cc1 (stereo unspecified)	1
NC(=O)CNC(=O)C1CCN(c2nc(-c3ccccc3)nc3c2CCC3)CC1	-5
COc1ccccc1CNC(=O)c1cc2sccc2n1Cc1ccc(Cl)cc1	-13
CCN1CCSc2ccc(C(=O)NCc3ccccc3Br)cc21	-13
O=C(Nc1c(C(=O)N2CCN(c3ccccc3)CC2)oc2ccccc12)c1ccco1	-8
O=S(=O)(Nc1cccc2ccccc12)c1cccc2ccccc12	-1
Cc1cc(=O)n2c(C(=O)Nc3ccc(C)c(C)c3)c(C(=O)Nc3ccccc3)sc2n1	-4
CCOC(=O)c1sc2ncn(CC(=O)Nc3ccc(C)cc3C)c(=O)c2c1C	-2
Cc1ccccc1NC(=O)CCC(=O)N1CC(C)Sc2ccccc21 (stereo unspecified)	-14
CN(C)c1nc(-c2ccccc2)c(C(=O)N2CCCC2)s1	0
COc1ccc(CCNC(=O)c2cnc3sc(N4CCCCCC4)nn3c2=O)cc1	-1
CCC(C)NS(=O)(=O)Cc1ccc(F)cc1 (stereo unspecified)	3
CN(C(=O)CC1(c2ccccc2)CC(=O)N(CCCOc2cccnc2)C1=O)C1CCOC1 (stereo unspecified)	1
CCCCCCCCc1nnc(NC(=O)OCC)s1	-13

Filtered by structure: the compounds so far containing a furan ring, fused or not
SMILES	ROC1-CUL1 inh
COc1ccc(-c2csc(NC(=S)NC(=O)c3ccco3)n2)cc1Br	2
O=[N+]([O-])c1cccc(-c2ccc(/C=N/n3c(-c4ccccc4)n[nH]c3=S)o2)c1	4
Cc1ccc(C(=O)C2C(=O)C(=O)N(Cc3ccco3)C2c2ccc(C(C)C)cc2)cc1 (stereo unspecified)	10
O=C(Nc1c(C(=O)N2CCN(c3ccccc3)CC2)oc2ccccc12)c1ccco1	-8

Later entries
SMILES	ROC1-CUL1 inh
COCCCNC(=O)C1CCN(c2nc3ccc(C)cc3[nH]2)CC1	5
CN(Cc1ccccc1)S(=O)(=O)Cc1ccc(Cl)cc1	5
O=C(Cn1ncc2c3ccccc3n(Cc3ccc(F)cc3)c2c1=O)NC1CCCCCC1	-5
CC(C)CCc1n[nH]c2c1CN(C(=O)CN1CCOc3ccccc3C1)CC2	5
CS(=O)(=O)c1ncc(CN2CCCCC2c2nccs2)n1Cc1ccccc1F (stereo unspecified)	10
Nc1c(C(=O)Nc2c(F)cc(F)cc2Br)sc2nc3c(cc12)CCCCC3	4
C#CCCCc1nc2ccccc2c(=O)n1N	-9
Cc1ccc2[nH]c(=O)c(CN(Cc3cccnc3)C(=S)NC3CCCCC3)cc2c1	5
O=C1ON=C(c2ccccc2)/C1=C/c1cccs1	6
CCNC(=O)NC(C)c1cnc(N(C)C2CCCCC2)nc1C (stereo unspecified)	-15
Cc1nc(N2CCCC2)c2c(C(=O)N3CCN(c4ccc(F)cc4)CC3)c(C)oc2n1	9
COC(=O)NC(c1ccccc1)c1ccccc1	-1
Cc1ccc(-c2nnc3c(N(C)C)nc4ccccc4n23)cc1	-1
CCCc1c(C(=O)NC(C)C)nnn1-c1ccccc1	-8
COc1ccc(-c2noc(CCC(=O)Nc3ccccc3Cl)n2)cc1OC	6
CC(=O)c1n[nH]nc1NC(=O)c1ccccc1	-5
CCOC(=O)c1c(NC(=O)c2ccccc2F)sc(C)c1-c1ccccc1	-2
O=C(CCn1cncn1)NC1CCCc2nc(-c3ccccc3)ncc21 (stereo unspecified)	13
CCN(CC)CCCOc1ccc(Cl)c2ccccc12	-3
CCC(C(=O)N1CCN(c2cc(C)ccc2C)CC1)n1nc(C)n2c(cc3occc32)c1=O (stereo unspecified)	-4
O=c1[nH]n(-c2ccc(Cl)c(Cl)c2)c(O)c1C=C1C=Nc2ccccc21	-7
Cc1cc(C)cc(OCCSc2nc3ccc(NC(=O)c4ccc5c(c4)OCO5)cc3s2)c1	9
CNS(=O)(=O)c1ccnc(N)c1	12
Oc1c(Cl)c(Cl)c2c(c1Cl)CC(O)O2 (stereo unspecified)	-3

2 records picked at random from those above:
SMILES	ROC1-CUL1 inh
O=c1[nH]n(-c2ccc(Cl)c(Cl)c2)c(O)c1C=C1C=Nc2ccccc21	-7
O=C(CCn1cncn1)NC1CCCc2nc(-c3ccccc3)ncc21 (stereo unspecified)	13

(list continues)
SMILES	ROC1-CUL1 inh
Cc1ccc(-c2nn3c(=O)cc(CN4CCN(C(=O)Nc5cccc(C(F)(F)F)c5)CC4)nc3s2)cc1	2
Nc1cc(C(=O)N2CCCC2)ccc1Cl	0
CCOC(=O)c1c(NC(=O)CC2SC(=N)NC2=O)sc2c1CCCC2 (stereo unspecified)	-4
O=C(COC(=O)c1ccc(N2C(=O)C3C4c5ccccc5C(c5ccccc54)C3C2=O)cc1)c1cccc([N+](=O)[O-])c1 (stereo unspecified)	-9
CCOc1ccccc1NC(=O)c1sc2ncccc2c1N	6
OC1(c2ccccc2)CC(c2ccccc2)Oc2ccccc21 (stereo unspecified)	1
COc1ccc(NC(=O)c2c(C)noc2C)c(OC)c1	1
CCCOc1ccc(C2c3c(n[nH]c3-c3ccccc3)OC(=N)C2C#N)cc1OCC (stereo unspecified)	-4
CCC(C)N1C(=O)N(c2ccc(Cl)c(Cl)c2)C(n2oc(=O)n(-c3ccc(Cl)c(Cl)c3)c2=O)C1(C)C (stereo unspecified)	2
O=C(CSc1nc2ccccc2[nH]1)Nc1ccc2nc(SCC(=O)N3CCCC3)sc2c1	4
CC(C)c1ccc(CCC(=O)N2CC(=O)Nc3ccccc32)cc1	-2
O=C(NCc1ccccc1Cl)c1cnc(N2CCOCC2)c2ccccc12	10
Cc1c(C)n2c3c(=O)n(Cc4c(F)cccc4Cl)c(=O)n(C)c3nc2n1CCO	2
CCCSc1nc2sc(C)c(C)c2c(=O)n1-c1ccccc1	-5
O=[N+]([O-])c1ccc2nc(-c3ccc(Br)cc3)cn2c1	5
NN1CC(=O)N(c2ccccc2)CC1=O	-1
Cn1ccc2cc(S(=O)(=O)N3CCN(C(=O)Nc4ccccc4F)CC3)ccc21	-2
Cc1cccc(CS(=O)(=O)NC2CC3CCC2C3)c1 (stereo unspecified)	2
COCC(=O)NC(C)c1ccccc1 (stereo unspecified)	1
Cc1ccc(N2CCCC2=O)cc1S(=O)(=O)N1CCN(C(=O)N(C)C)CC1	6
